KAT2A inh – blocks human GCN5L2 histone acetyltransferase; 390,000 compounds, 0.21% hits; Potency, µM (titrated, usually from 58.9 µM), for inactives: at the top dose activity change, negative = inhibition, most hits filed as inhibitors; AID 504327; GCN5L2 HAT assay, ThioGlo1 CoA-SH fluorescence; Q92830
Target sequence (Q92830 whole entry, looked up): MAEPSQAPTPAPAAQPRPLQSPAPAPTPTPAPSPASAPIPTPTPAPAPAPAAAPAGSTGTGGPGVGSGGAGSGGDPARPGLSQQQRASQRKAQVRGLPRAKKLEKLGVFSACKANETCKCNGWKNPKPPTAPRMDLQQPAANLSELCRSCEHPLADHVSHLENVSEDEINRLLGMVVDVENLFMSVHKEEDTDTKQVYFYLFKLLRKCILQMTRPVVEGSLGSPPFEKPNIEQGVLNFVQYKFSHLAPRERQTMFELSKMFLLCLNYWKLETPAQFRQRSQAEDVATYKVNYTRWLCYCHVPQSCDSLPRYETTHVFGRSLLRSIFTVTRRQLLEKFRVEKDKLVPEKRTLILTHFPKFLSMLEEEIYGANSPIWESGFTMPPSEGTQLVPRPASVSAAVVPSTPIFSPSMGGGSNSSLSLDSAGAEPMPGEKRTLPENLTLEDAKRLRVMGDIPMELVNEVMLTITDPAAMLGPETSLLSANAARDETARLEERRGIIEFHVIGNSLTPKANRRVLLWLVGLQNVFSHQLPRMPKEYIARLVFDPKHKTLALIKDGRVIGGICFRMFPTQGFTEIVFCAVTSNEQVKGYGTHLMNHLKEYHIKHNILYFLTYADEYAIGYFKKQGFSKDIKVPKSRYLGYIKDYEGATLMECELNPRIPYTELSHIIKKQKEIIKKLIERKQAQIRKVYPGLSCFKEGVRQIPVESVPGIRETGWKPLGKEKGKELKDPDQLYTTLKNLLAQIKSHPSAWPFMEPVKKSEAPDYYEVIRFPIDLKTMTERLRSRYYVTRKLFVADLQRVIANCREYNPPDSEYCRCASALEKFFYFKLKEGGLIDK
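ThioGlo1-coupled HAT assay: 20nM GCN5L2, 70uM acetyl-CoA, 75uM H3(1-25) peptide, pH 7.5. Fluorescence read at 340/540nm at start and after 20 min at room temperature.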
TDP1 cell noCPT – qHTS for Inhibitors of human tyrosyl-DNA phosphodiesterase 1 (TDP1): qHTS in cells in absence of CPT; 420,000 compounds, 15% hits; Potency, µM (titrated, usually from 46.2 µM), for the others: at the highest dose activity change, negative = growth inhibition, actives largely listed as inhibitors; DT40 Tdp1-/- hTDP1 cells, no CPT, ATP luminescence, 48 h; further: nearly all actives have a fitted effect of over 55% in size
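Compound effects on proliferation are scored in DT40 Tdp1-/-;hTDP1 cells in the absence of CPT. ATP levels (CellTiter-Glo luminescence) are recorded after a ≥48 hr, 37 °C incubation.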
DT40 TDP1 CPT – DT40-hTDP1 cell growth loss with CPT | chicken DT40 Tdp1-/-;hTDP1 cells + 20 nM CPT, ATP luminescence, 48 h | 420,000 compounds, 12% hits | Potency, µM (series often up to 46.2 µM), without a hit: at the highest dose activity change, negative = growth inhibition, most hits filed as inhibitors | AID 686979; further: nearly all actives have a fitted effect of over 55% in size
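Chicken DT40 Tdp1-/- cells stably complemented with human TDP1 were seeded at 400 cells/well in medium containing 20 nM camptothecin, exposed to pin-transferred compounds, and grown at 37 °C for at least 48 hr. Viability was read as ATP luminescence.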
Starred values were filed as active, the others as inactive; u = inconclusive; x = not tested or not shown; [ ] = another dose, or the depositor's remark. The call rests on the fitted dose curve; in most records, active means well fitted curve in the direction sought with a large enough effect; inconclusive means small, poorly fitted or top-dose-only effect, or another doubt; inactive means no such curve, though single readings can be large; an effect the other way counts as inactive or inconclusive. On the % scale 0 is the no-effect control and ±100 the full control effect; potency means the concentration at half of the fitted maximal effect.

SMILES | KAT2A inh | TDP1 cell noCPT | DT40 TDP1 CPT
Cc1cc(C)cc(NC(=O)N2CCN(C/C=C/c3ccccc3)CC2)c1 | -4% | -25% | -6%
COc1cc(C)nc(Oc2ccc(=O)[nH]n2)n1 | 1% | u | -3%
FC(F)(F)c1cccc(-n2cc(-c3ccccc3)[nH]c2=S)c1 | 2% | u | u
O=C(c1ccc2ccccc2c1)C1CCCN(S(=O)(=O)c2cccnc2)C1 (stereo unspecified) | -2% | 21µM* | 23µM*
O=C(NCc1nc2ccccc2[nH]1)C1=C[C@H](c2ccc(C(F)(F)F)cc2)C[C@H](OCCCCO)O1 | x | u | u
Cc1cccc(-c2nn(-c3ccccc3)cc2C(=O)NCC(c2cccs2)N2CCOCC2)c1 (stereo unspecified) | -9% | u | u
FC(F)Oc1ccccc1NC(=S)NCc1ccco1 | 1% | -1% | -10%
COC(=O)NCC(c1ccc2c(c1)OCO2)N1CCN(c2ccc(OC)cc2)CC1 (stereo unspecified) | -3% | u | u
COc1ccc(NC(=O)CCCCCN2C(=O)[C@@H]3Cc4ccccc4CN3C2=O)cc1Cl | -1% | -28% | u
CCCCOC(=O)C(C)Oc1ccc(=O)n(-c2ccccc2)n1 (stereo unspecified) | -10% | u | -8%
CC(=O)c1cccc(NC(=O)CCc2nnc3ccc(NCc4ccc5c(c4)OCO5)nn23)c1 | -3% | 13% | -20%
CC(Oc1ccccc1F)C(=O)Nc1ccc2ccccc2c1 (stereo unspecified) | -10% | -17% | -12%
CCOC(=O)Cn1c(=N)n(CCOc2ccc(Br)cc2)c2ccccc21 | 3% | 16µM* | 23µM*
CCOC(=O)c1c(C)oc2c1c(C=NCC1CCCO1)c(O)c1ccccc12 (stereo unspecified) | 0% | 18µM* | u
Cc1ccc(N2CC(=O)N(CC(=O)O)C2=O)cc1 | -2% | 18% | 21%
CCOc1ccc2ccccc2c1CNCCCN1CCOCC1 | x | u | -4%
Cc1cc(C(=O)O)cc(S(=O)(=O)Nc2ccccc2C(=O)NC(C)c2ccccc2)c1C (stereo unspecified) | 0% | 13% | -12%
CC1CN(Cc2ccccc2)c2nc3c(c(=O)n(CC(=O)O)c(=O)n3C)n2C1 (stereo unspecified) | -3% | 6% | 19%
CC(=O)Nc1ccc(NC(=O)CSc2nc(=O)n3cccc(C)c3n2)cc1 | -7% | -11% | -18%
C/C(CC(=O)Nc1cccc(C(F)(F)F)c1)=N\NC(=O)c1ccncc1 | -3% | 6% | 6%
CCOc1ccc(N=C(/C(C(=O)C(=O)N2CCOCC2)=C(\O)c2ccccc2)c2ccccc2)cc1 | -3% | 0% | 4%
COc1cccc(OC)c1OCCN1CCN(C(=O)c2ccco2)CC1 | 0% | u | -16%
OCCCc1nc2ccccc2n1CCc1ccccc1 | -4% | -8% | 0%
CCC1=Nc2cc(C(=O)N3CCC(C)CC3)ccc2Sc2ccc(C)cc21 | -3% | 16µM* | 16µM*
CC(NC(=O)c1ccccc1Cl)NC(=O)c1ccccc1Cl | 0% | 13% | 3%
COc1cc(NC(=O)CCn2c(=S)[nH]c3ccccc3c2=O)cc(OC)c1OC | x | -9% | -3%
COc1ccc(C(=O)Nc2c(Cl)cc(Cl)cc2C(=O)NCCN2CCOCC2)cc1 | -5% | -10% | -4%
Cn1ccsc1=NC(=O)c1cc(S(=O)(=O)N2CCOCC2)ccc1Cl | -1% | 1% | 0%
Cc1c(N2C(=O)c3ccc(F)cc3C2=O)c(=O)n(-c2ccccc2)n1C | 3% | 2% | 4%
COc1ccc(NC(=O)CSC2=Nc3ccccc3C3=NC(CCC(=O)NCc4ccco4)C(=O)N23)cc1 (stereo unspecified) | 2% | 12µM* | 12µM*
CCOCC(=O)N1CCN(c2cccc(Cl)c2)CC1 | -2% | u | -11%
O=C(N/N=C/c1ccc(C(F)(F)F)cc1)c1ccncc1 | -9% | 5% | 7%
Cc1cc(NC(=O)C2CC(=O)N(c3ccccc3Cl)C2)no1 (stereo unspecified) | 0% | -3% | 3%
O=C(CSc1nc(-c2ccccc2)cs1)NCCCN1CCCC1=O | -2% | 4% | -6%
COC(=O)c1c(NC(=O)c2ccccc2)sc2c1CC(C)(C)OC2 | 0% | u | u
O=C(Nc1nnc(-c2ccc(Cl)cc2)o1)C1CCCCC1 | -18% | 18µM* | u
Cc1ccc(Nc2c3c(nc4ccccc24)CCC3)cc1 | -1% | 18µM* | 12µM*
Cn1c2c(c(=O)n(C)c1=O)C(C(F)(F)F)(C(F)(F)F)N=C(c1ccccc1Cl)N2 | -9% | u | 23µM*
Cc1ccc(NC(=O)N2CCc3c([nH]c4ccccc34)C2c2ccccc2F)c(Cl)c1 (stereo unspecified) | -4% | 23µM* | u
CCCSc1nn2c(=O)c3ccccc3nc2s1 | -16% | -22% | 18µM*
COc1ccc(-c2nc3cc(C)ccn3c2NC(=O)c2cccc(F)c2)cc1 | 1% | u | u
Cc1ccc(S(=O)(=O)N2[C@@H](c3ccc(Cl)cc3)C(C(=O)O)=CC[C@H]2c2cccs2)cc1 | -1% | -6% | -4%
CCCCN(CC)C(=O)c1cc2cc3ccc(OC)cc3nc2o1 | 2% | u | u
CCCC(=O)Nc1ccc(S(=O)(=O)Nc2cc(OC)nc(OC)n2)cc1 | u | 2% | 4%
Cc1c(C(c2cccc(O)c2)c2c(C)n(C)n(-c3ccccc3)c2=O)c(=O)n(-c2ccccc2)n1C | -5% | -1% | -12%
N#Cc1c(SCC(=O)Nc2ccccc2C(F)(F)F)sc2c(O)cc(=O)[nH]c12 | -27% | 34% | 6%
COc1ccc(CCNC(=O)CCc2c(C)nc3nc(C)nn3c2C)cc1OC | -3% | 17% | 7%
S=c1[nH]nc(Cc2noc3ccccc23)n1-c1ccc(Cl)cc1 | -13% | -19% | 6%

Copied from the listing, 12 compounds:
SMILES | KAT2A inh | TDP1 cell noCPT | DT40 TDP1 CPT
Cc1cc(C)cc(NC(=O)N2CCN(C/C=C/c3ccccc3)CC2)c1 | -4% | -25% | -6%
COc1cc(C)nc(Oc2ccc(=O)[nH]n2)n1 | 1% | u | -3%
FC(F)(F)c1cccc(-n2cc(-c3ccccc3)[nH]c2=S)c1 | 2% | u | u
O=C(c1ccc2ccccc2c1)C1CCCN(S(=O)(=O)c2cccnc2)C1 (stereo unspecified) | -2% | 21µM* | 23µM*
O=C(NCc1nc2ccccc2[nH]1)C1=C[C@H](c2ccc(C(F)(F)F)cc2)C[C@H](OCCCCO)O1 | x | u | u
Cc1cccc(-c2nn(-c3ccccc3)cc2C(=O)NCC(c2cccs2)N2CCOCC2)c1 (stereo unspecified) | -9% | u | u
FC(F)Oc1ccccc1NC(=S)NCc1ccco1 | 1% | -1% | -10%
COC(=O)NCC(c1ccc2c(c1)OCO2)N1CCN(c2ccc(OC)cc2)CC1 (stereo unspecified) | -3% | u | u
COc1ccc(NC(=O)CCCCCN2C(=O)[C@@H]3Cc4ccccc4CN3C2=O)cc1Cl | -1% | -28% | u
CCCCOC(=O)C(C)Oc1ccc(=O)n(-c2ccccc2)n1 (stereo unspecified) | -10% | u | -8%
CC(=O)c1cccc(NC(=O)CCc2nnc3ccc(NCc4ccc5c(c4)OCO5)nn23)c1 | -3% | 13% | -20%
CC(Oc1ccccc1F)C(=O)Nc1ccc2ccccc2c1 (stereo unspecified) | -10% | -17% | -12%

Continuation.
SMILES | KAT2A inh | TDP1 cell noCPT | DT40 TDP1 CPT
Cc1ccc(C(=O)NCCc2csc(-c3cccnc3)n2)cc1 | -28% | u | u
CCCc1c(-c2cccc(Cl)c2)ncn1Cc1cccc(-c2ccccc2)c1 | x | 18µM* | 21µM*
O=C(O)C1CCN(c2ccc(S(=O)(=O)N3CCC(C(=O)O)CC3)cc2[N+](=O)[O-])CC1 | 0% | 4% | 5%
CCCSc1ncc(Cl)c(C(=O)N(Cc2ccc(Cl)cc2)Cc2ccco2)n1 | -8% | u | u
O=C(CSc1nnc(C2CC2)n1-c1ccccc1)NCCc1ccc(F)cc1 | 1% | u | -8%
Cn1cc(CCNC(=O)CCc2nnc(CCCCc3ccccc3)o2)cn1 | -6% | -10% | 10%
COc1cc(CN2CCc3ccccc3C2)cc([N+](=O)[O-])c1O | 1% | 2% | 6%
COc1ccc(C(=O)Nc2ccc(S(=O)(=O)NC(C)C)cc2)cc1 | -1% | u | u
O=C(C1CCCN(S(=O)(=O)c2cccc3nsnc23)C1)N1CCc2ccccc21 (stereo unspecified) | -5% | 23µM* | u
CCOC(=O)C1(CCc2ccccc2)CCN(C(=O)c2occc2C)CC1 | 0% | 15µM* | u
Cc1cc(C)nc(N(C#N)CCOc2ccccc2)n1 | x | u | u
Cc1c(Cc2c(C)n(C)n(-c3ccccc3)c2=O)c(=O)n(-c2ccccc2)n1C | 1% | -17% | -5%
CCN(C(=O)c1ccc(C(=O)N(CC)c2ccccc2C)cc1)c1ccccc1C | 0% | 16µM* | u
COc1ccc(/C=C2\SC(=S)N(CCC(=O)Nc3cccc(C(=O)O)c3)C2=O)cc1 | -15% | -17% | 15%
CCOC(=O)CNC(=O)c1ccc2[nH]c3c(c2c1)CCCC3 | -1% | -14% | 15%
CCC(C)C(NC(=O)CCC(=O)OCC(=O)[C@@]1(O)CCC2[C@@H]3CCC4=CC(=O)C=C[C@]4(C)C3[C@@H](O)C[C@@]21C)C(=O)O (stereo partly specified) | -1% | -22% | -1%
CCOC(=O)C1CCCN(C(=O)Nc2cccc(Cl)c2)C1 (stereo unspecified) | 2% | -20% | u
Cc1ccc(Nc2nc(-c3sc(C)nc3C)cs2)cc1 | -2% | 0.58µM* | 0.92µM*
C[C@H](NC(=O)c1nc[nH]c1C(=O)N[C@@H](Cc1ccccc1)C(=O)OCc1ccccc1)C(=O)OC(C)(C)C | -13% | -28% | u
CCc1ccccc1NC(=O)CSc1nnc(COc2ccccc2Cl)o1 | 1% | -27% | -10%
CCCn1nc(C(=O)Oc2ccc3c(C)cc(=O)oc3c2)c2ccccc2c1=O | -14% | u | u
COc1ccc(Nc2nc(NN)nc(Nc3ccc(OC)cc3)n2)cc1 | u | 13µM* | u
CCN(CC)CCNC(=O)c1ccc(NC(=O)/C=C/c2cc(OC)c(OC)c(OC)c2)cc1 | -15% | u | 3%
CCCSc1nnc2c(n1)OC(c1cccs1)Nc1ccc(Br)cc1-2 (stereo unspecified) | -15% | -26% | -9%
O=C(Nc1ccnn1C1CCN(C/C=C/c2ccccc2)CC1)c1ccccc1 | -8% | 7% | 15%
O=C1c2ccccc2C(=O)N1CCn1c(=O)oc2ccccc21 | -5% | -5% | -22%
CCOC(=O)C1=Nc2ccccc2C1=[N+]=[N-] | -21% | 7.3µM* | 4.6µM*
CCOC(=O)N1CCC(N2Cc3cccc(C(=O)Nc4ccc(S(=O)(=O)N(CC)CC)cc4)c3C2=O)CC1 | -10% | 2% | -19%
CCOc1ccc(S(=O)(=O)NCCC(=O)Nc2ncccc2C)cc1 | -11% | 3% | -12%
NC(=O)C1CCCN(Cc2ccc3c(c2)CN(Cc2cn[nH]c2-c2ccc(F)cc2)CCO3)C1 (stereo unspecified) | x | -12% | 15%[9.04 µM]
Cc1ccc(S(=O)(=O)NCCNC(=O)c2ccccc2)cc1 | 3% | -7% | -5%
CCOc1ccc(S(=O)(=O)Nc2ccc(C(=O)NCc3ccncc3)cc2)cc1 | 0% | 2% | 1%
CC(=O)Nc1ccc(NC(=O)c2ccc(COc3ccc(C)cc3)o2)cc1 | 0% | -12% | -5%
CCOc1ccccc1OCCCCOc1ccccc1F | -5% | -3% | 10%
O=C(NCC(=O)N1CCCC(C(F)(F)F)C1)c1ccccc1F (stereo unspecified) | -6% | -12% | -11%
COc1cc(NC(=O)c2ccccc2F)c(OC)cc1NC(=O)CN1CCCCC1 | -10% | 16µM* | u
Cc1ccccc1CSCC(=O)Nc1c(C)n(C)n(-c2ccccc2)c1=O | 2% | -19% | -14%
O=c1cc(-c2ccccc2)oc2ccccc12 | -1% | u | u
N/C(=N\OC(=O)CCc1ccccc1)c1ccc(Cl)cc1 | -1% | -18% | -1%
C=CC1=C2C=C(C3CC3)N(CC3CC3)C=C2C(=O)C(C)(OC(=O)c2ccco2)C1=O (stereo unspecified) | x | -5% | 3%
Clc1cccc(-c2nc(NCCCN3CCOCC3)c3ccccc3n2)c1 | -10% | 23µM* | u
O=C(N1CCOCC1)N1CCN(c2ccccc2)CC1 | 32%[activator] | 7% | 7%
CCC(=O)N1CCN(c2ccc(NC(=O)COc3ccccc3Cl)cc2)CC1 | -2% | 26µM* | 16µM*
O=C(O)C1=CC(c2ccc(Br)cc2)n2ncnc2N1 (stereo unspecified) | -6% | 14% | 2%
Cc1cc2oc(=O)cc(CN3CCN(Cc4ccccc4)CC3)c2cc1Cl | -7% | u | u
COc1ccc(C(O)c2ncc(-c3cccc(F)c3)[nH]2)cc1F (stereo unspecified) | x | u | u

Screening data (PubChem)
